Screens as filed in PubChem.
TDP2 inh: human TDP2 enzyme inhibitors, primary screen, biochemical, epi absorbance, recombinant enzyme | Tyrosyl-DNA phosphodiesterase 2 (Homo sapiens), O95551 | T5PNP hydrolysis, p-nitrophenol absorbance 415 nm | inhibition, % at 12.8 µM | hit rate 0.34% among 370,000 | AID 720702, 2013;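 active = inhibition above the mean of all tested compounds plus 3 SD, set per campaign, cut at about 25% in these data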;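 note: 0% = DMSO with enzyme and 100% = buffer with substrate but no TDP2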
Target sequence (O95551 whole entry, looked up): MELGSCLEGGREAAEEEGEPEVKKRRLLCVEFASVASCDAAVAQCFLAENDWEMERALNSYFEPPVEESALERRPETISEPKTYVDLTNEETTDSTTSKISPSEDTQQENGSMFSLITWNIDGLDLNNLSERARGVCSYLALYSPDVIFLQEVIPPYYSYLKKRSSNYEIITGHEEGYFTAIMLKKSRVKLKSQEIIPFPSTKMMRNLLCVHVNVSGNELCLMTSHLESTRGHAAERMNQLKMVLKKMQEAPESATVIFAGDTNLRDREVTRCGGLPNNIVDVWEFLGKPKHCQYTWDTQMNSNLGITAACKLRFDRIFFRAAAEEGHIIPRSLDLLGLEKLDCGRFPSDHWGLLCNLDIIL
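test system = human TDP2 enzyme | input = TDP2 enzyme at 120 nM final | medium = 50 mM Tris-HCl pH 7.5 with Mg2+, KCl, DTT, BSA | also added = T5PNP substrate, 5 mM | times = 2 h at 37 °C | technique = epi absorbance | benchmarks = high control without enzyme, low control DMSO plus TDP2 | replication = each compound tested once, singlicate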
NPR2 activator: human GC-B receptor activators, primary screen, HEK293 GC-B cells, cGMP TR-FRET, EC30 CNP; activation, % at 10 µM; hit rate 0.11% among 370,000; Atrial natriuretic peptide receptor 2 (Homo sapiens), P20594; 0% at EC30 CNP, 100% saturating CNP;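 active = activation at 10 µM reaching about 35% in either raw or pattern-adjusted values, limit read from the data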
SIAE inh: human SIAE inhibitors, primary screen, biochemical, fluorescence polarization, FP-Rh probe, 1536-well HTS | hit rate 0.69% among 370,000 | SIAE FP-Rh probe binding | inhibition, % at 9.66 µM;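 active = inhibition above a cutoff: mean of compounds within the control limits plus 3 SD of those, cut at about 17% in these data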;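 note: 0% = plate median of compound wells and 100% = probe without SIAE protein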
TCR CD3 inh: inhibitors of human TCR-CD3 interaction, primary screen, biochemical, fluorescence, TAMRA-labeled TCR probe; T-cell receptor (TCR); inhibition, % at 9.4 µM; hit rate 0.37% among 360,000; AID 651800, 2012; in the data active = inhibition above about 19%;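 note: recombinant mutant TCR 2C K166C tagged with TAMRA read by polarization; 0% = receptor in buffer alone and 100% = receptor with positive control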
rCAG RNA binder: binders of r(CAG) RNA repeats, primary screen, biochemical, fluorescence | r(CAG) RNA repeat, TO-PRO-1 dye displacement fluorescence | inhibition, % at 3 µM | hit rate 1.3% among 370,000;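 active = inhibition above the plate cutoff, the mean of all test compounds on that plate plus 3 SD, cut at about 35% in these data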;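 note: 0% = DMSO alone and 100% = 100 µM mitoxantrone as full dye displacement; higher means more dye released from RNA so lower well fluorescence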
LEDGF integ inh: blockers of LEDGF/p75-dependent integrase strand transfer – biochemical, TR-FRET, high throughput, primary screen; HIV-1 integrase (with human LEDGF/p75); TR-FRET IN-LEDGF/p75 DNA integration, Eu/Cy5; inhibition, % at 3.7 µM; hit rate 0.64% among 370,000;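 active = inhibition above the screen-wide mean plus 3 SD, cut at about 13% in these data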;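 note: signal is the Cy5 over europium emission ratio at 671 and 618 nm; 0% = plate median of compound wells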
PRMT1 inh: PRMT1 methyltransferase inhibitors, primary screen, biochemical, fluorescence polarization; Protein arginine N-methyltransferase 1 (Homo sapiens), Q99873; recombinant PRMT1, activity-based probe fluorescence polarization; inhibition, % at 2.79 µM; hit rate 1.3% among 370,000; AID 652257, 2013;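 active = inhibition above about 21% made by adding two undisclosed values, limit read from the data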
Target sequence (Q99873 whole entry, looked up): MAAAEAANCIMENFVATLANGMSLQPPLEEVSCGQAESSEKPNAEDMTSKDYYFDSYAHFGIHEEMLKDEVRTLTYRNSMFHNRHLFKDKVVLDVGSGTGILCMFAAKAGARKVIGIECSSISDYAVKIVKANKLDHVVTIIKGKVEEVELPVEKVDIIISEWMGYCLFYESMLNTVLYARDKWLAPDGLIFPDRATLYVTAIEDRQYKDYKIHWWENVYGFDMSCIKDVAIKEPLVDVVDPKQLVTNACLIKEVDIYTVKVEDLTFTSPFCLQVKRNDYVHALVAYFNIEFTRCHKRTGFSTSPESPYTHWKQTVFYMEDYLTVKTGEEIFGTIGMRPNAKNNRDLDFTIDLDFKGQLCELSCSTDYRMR
mABHD4 FP: ABHD4 inhibitors, primary screen, biochemical, fluorescence polarization, mouse; hit rate 0.54% among 370,000; purified mABHD4, FP-Rh probe fluorescence polarization; (Lyso)-N-acylphosphatidylethanolamine lipase (Mus musculus), Q8VD66; inhibition, % at 8.92 µM;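 active = inhibition exceeding the mean over every tested compound plus 3 SD, cut at about 30% in these data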;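 note: 0% = plate median of compound wells and 100% = S159A mutant with DMSO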
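Test system: mABHD4 protein; Read-out basis: % inhibition; Incubation: 45 min + 60 min at 25 °C; Repeats: single replicate; Technique: fluorescence polarization with parallel and perpendicular emission, 525/598 nm; Compound: 8.92 µM, single dose; Benchmarks: full inhibition S159A mutant plus DMSO, zero as sample-well median.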
MBD2 DNA inh: inhibitors of MBD2 binding to methylated DNA, primary screen, biochemical, TR-FRET, DNA-binding domain, human; Methyl-CpG-binding domain protein 2 (Homo sapiens), Q9UBB5; MBD2 binding to methylated oligonucleotide; inhibition, % at 4.4 µM; hit rate 0.31% among 370,000; in the data active = inhibition above about 13%
HTRA1 inhibitor: HTRA1 serine protease inhibitors, primary screen, biochemical, fluorescence polarization, HTS; Q92743; recombinant HTRA1, FP-rhodamine activity-based probe; inhibition, % at 5.96 µM; hit rate 0.5% among 340,000; in the data active = inhibition above about 36%;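 note: 0% = enzyme with DMSO and 100% = wells lacking enzyme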
An asterisk follows results filed as active.

Short keys: A = TDP2 inh; B = NPR2 activator; C = SIAE inh; D = TCR CD3 inh; E = rCAG RNA binder; F = LEDGF integ inh; G = PRMT1 inh; H = mABHD4 FP; I = MBD2 DNA inh; J = HTRA1 inhibitor
CCc1ccc(C(=O)C(C)OC(=O)Cc2n[nH]c(=O)c3ccccc23)cc1 (centres undefined)
  A: -14	B: -2	C: 1	D: 1	E: -4	F: -5	G: 6	H: -5	I: 4	J: -6

O=C(Cc1ccccc1)Nc1nnc(-c2ccccc2)o1
  A: 2	B: -5	C: 1	D: -6	E: 1	F: -3	G: -7	H: 1	I: -2	J: 8

Cn1cnnc1Sc1nc2c(c(=O)n(C)c(=O)n2C)n1Cc1ccccc1Cl
  A: -11	B: 5	C: 1	D: -1	E: -7	F: -4	G: -1	H: 1	I: 0	J: 1

CC1(C)Cc2ccccc2-c2nnc(-c3ccccc3)n21
  A: 7	B: 5	C: -8	D: 3	E: -2	F: 0	G: -1	H: 2	I: 0	J: -6

CC(=O)Oc1ccc(-c2nc3ccccc3c(=O)o2)cc1
  A: 0	B: -16	C: -3	D: -9	E: 1	F: -3	G: 3	H: 3	I: 3	J: -3

OCC[C@H]1C[C@@H](O)[C@H](O)[C@@]2(CCCCO2)O1
  A: -6	B: 2	C: 0	D: -8	E: 4	F: 2	G: 2	H: -12	I: 0	J: -2

CCc1noc2c1/C(=N\O)CC(c1ccccc1)C2 (centres undefined)
  A: 1	B: 1	C: -11	D: -3	E: -2	F: 2	G: -2	H: -6	I: 2	J: -4

COc1cc(C(=O)Nc2ccc(C(=O)NCC3CCCO3)cc2)cc(OC)c1OC (centres undefined)
  A: -9	B: 2	C: -3	D: 5	E: -8	F: -4	G: -2	H: 0	I: -1	J: 0

COc1cccc2c1OCC1COc3c(c(=O)n(C)c(=O)n3C)C21 (centres undefined)
  A: -5	B: -2	C: -1	D: 4	E: -2	F: 0	G: -2	H: 0	I: 5	J: 7

COc1ccc(C=C2NC(=O)NC2=O)cc1O
  A: 4	B: -9	C: 11	D: 1	E: 3	F: 5	G: -1	H: 7	I: -7	J: 3

Random excerpt: 3 entries already listed.
Short keys: A = TDP2 inh; B = NPR2 activator; C = SIAE inh; D = TCR CD3 inh; E = rCAG RNA binder; F = LEDGF integ inh; G = PRMT1 inh; H = mABHD4 FP; I = MBD2 DNA inh; J = HTRA1 inhibitor
CCc1noc2c1/C(=N\O)CC(c1ccccc1)C2 (centres undefined)
  A: 1	B: 1	C: -11	D: -3	E: -2	F: 2	G: -2	H: -6	I: 2	J: -4

Cn1cnnc1Sc1nc2c(c(=O)n(C)c(=O)n2C)n1Cc1ccccc1Cl
  A: -11	B: 5	C: 1	D: -1	E: -7	F: -4	G: -1	H: 1	I: 0	J: 1

O=C(Cc1ccccc1)Nc1nnc(-c2ccccc2)o1
  A: 2	B: -5	C: 1	D: -6	E: 1	F: -3	G: -7	H: 1	I: -2	J: 8

Record cards (already shown).
CCc1noc2c1/C(=N\O)CC(c1ccccc1)C2 (centres undefined) as listed: TDP2 inh = 1; NPR2 activator = 1; SIAE inh = -11; TCR CD3 inh = -3; rCAG RNA binder = -2; LEDGF integ inh = 2; PRMT1 inh = -2; mABHD4 FP = -6; MBD2 DNA inh = 2; HTRA1 inhibitor = -4
O=C(Cc1ccccc1)Nc1nnc(-c2ccccc2)o1 as listed: TDP2 inh = 2; NPR2 activator = -5; SIAE inh = 1; TCR CD3 inh = -6; rCAG RNA binder = 1; LEDGF integ inh = -3; PRMT1 inh = -7; mABHD4 FP = 1; MBD2 DNA inh = -2; HTRA1 inhibitor = 8
OCC[C@H]1C[C@@H](O)[C@H](O)[C@@]2(CCCCO2)O1 as listed: TDP2 inh = -6; NPR2 activator = 2; SIAE inh = 0; TCR CD3 inh = -8; rCAG RNA binder = 4; LEDGF integ inh = 2; PRMT1 inh = 2; mABHD4 FP = -12; MBD2 DNA inh = 0; HTRA1 inhibitor = -2

Next part
Short keys: A = TDP2 inh; B = NPR2 activator; C = SIAE inh; D = TCR CD3 inh; E = rCAG RNA binder; F = LEDGF integ inh; G = PRMT1 inh; H = mABHD4 FP; I = MBD2 DNA inh; J = HTRA1 inhibitor
CC(=O)c1c(C)[nH]c(C(=O)OCC(=O)Nc2ccc(Cl)cc2[N+](=O)[O-])c1C
  A: 2	B: -3	C: 1	D: 4	E: 1	F: 2	G: 0	H: -3	I: 0	J: -3

Cc1ccc(Cl)cc1NC(=O)C1CCCN(S(=O)(=O)c2c(C)noc2C)C1 (centres undefined)
  A: 4	B: -2	C: 0	D: 4	E: -3	F: 3	G: 1	H: 11	I: -2	J: 0

C=CCSc1ncc(C(=O)OCC)c(N)n1
  A: -14	B: 4	C: -7	D: -7	E: 2	F: 8	G: -1	H: -9	I: -6	J: 4

O=C(Nc1ccc2c(c1)OCO2)c1cccc(S(=O)(=O)N2CCCC2)c1
  A: -21	B: 3	C: 1	D: -2	E: 3	F: 4	G: -1	H: -2	I: -3	J: 2

O=C(O)C1CCN(Cc2oc(CO)cc(=O)c2O)C1 (centres undefined)
  A: -18	B: -1	C: 5	D: -9	E: 2	F: 5	G: 1	H: -3	I: -6	J: -5

CC(C)C(c1nnnn1CC1CCCO1)N1CCN(Cc2ccc3c(c2)OCO3)CC1 (centres undefined)
  A: 4	B: -5	C: 4	D: 4	E: -7	F: -1	G: 1	H: 6	I: -1	J: 4

COc1ccc(-n2c(O)cnc2Nc2nc(C)cc(C)n2)cc1OC
  A: -4	B: 3	C: 3	D: -4	E: -3	F: 0	G: -3	H: 2	I: -6	J: 5

O=C(O)C1C2CCC(CC2)C1C(=O)O (centres undefined)
  A: -10	B: 4	C: 0	D: -2	E: 2	F: 3	G: -6	H: -4	I: -1	J: -3

Cc1ccc(S(=O)(=O)NC2CCC(C(=O)O)CC2)cc1 (centres undefined)
  A: -8	B: 1	C: 5	D: 7	E: 1	F: -2	G: 4	H: -5	I: -6	J: 5

CC1(C)NC(=O)N(CC(O)CN(c2ccccc2)S(=O)(=O)c2ccc([N+](=O)[O-])cc2)C1=O (centres undefined)
  A: -6	B: -1	C: 6	D: -7	E: -1	F: -2	G: -2	H: 5	I: -2	J: -1

N#Cc1cccc(OC(=O)c2ccc3c(=O)n4c(nc3c2)CCC4)c1
  A: 3	B: -14	C: -11	D: 8	E: 4	F: 4	G: -3	H: -4	I: -4	J: -6

Cc1ccc(C(=O)Nc2c(C)cc(-c3ccccc3)oc2=O)cc1
  A: 0	B: 1	C: -5	D: -4	E: 1	F: -3	G: -2	H: 1	I: -1	J: -2

O=C(Nc1cnccc1C(F)(F)F)NC1CCCCC1
  A: 1	B: 0	C: 2	D: -3	E: -2	F: -2	G: -1	H: -1	I: -6	J: 6

These rows are one share of the data (hit frequency here may not be typical).
